MEX-5 binding = C. elegans MEX-5 TCR-2 RNA binding activity; MEX-5/FITC-TCR2 RNA binding, fluorescence polarization; active compounds read low; activity score (negative = inhibition of binding), % at 10 µM; actives 0.38% (n = 300,000);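 active = inhibition past about -25% in most replicates, and total fluorescence under double the plate's negative control median, limit read from the data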;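 also: 0% = DMSO and -100% = 5 µM competing unlabeled TCR2 RNA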
Target sequence (Q9XUB2 whole entry, looked up): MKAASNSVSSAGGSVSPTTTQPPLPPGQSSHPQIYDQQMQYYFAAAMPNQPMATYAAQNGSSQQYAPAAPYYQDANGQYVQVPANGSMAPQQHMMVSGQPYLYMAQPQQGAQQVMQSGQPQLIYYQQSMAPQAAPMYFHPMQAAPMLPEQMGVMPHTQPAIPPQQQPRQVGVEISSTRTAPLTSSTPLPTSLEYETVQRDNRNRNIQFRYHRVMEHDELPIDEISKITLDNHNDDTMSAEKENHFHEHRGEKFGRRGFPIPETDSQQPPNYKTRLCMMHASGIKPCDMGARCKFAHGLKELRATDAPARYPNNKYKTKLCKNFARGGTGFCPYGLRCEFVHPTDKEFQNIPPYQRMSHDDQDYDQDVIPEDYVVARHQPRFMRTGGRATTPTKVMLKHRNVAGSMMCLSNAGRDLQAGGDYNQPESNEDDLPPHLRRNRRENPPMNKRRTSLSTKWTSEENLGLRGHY
PAFAH1B2 FP inh = inhibitors of human PAFAH1B2. recombinant PAFAH1B2, FP-rhodamine activity probe, fluorescence polarization. actives 1.2% (n = 340,000). inhibition, % at 3.39 µM. AID 492953;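 active = inhibition above the mean of all tested compounds plus 3 SD, cut at about 24% in these data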;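 also: 0% = enzyme with DMSO and 100% = wells lacking PAFAH1B2; many of its hits are not listed in these tables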
PME-1 primary = PME-1 (human) inhibition; recombinant PME-1, FP-Rh probe fluorescence polarization; inhibition, % at 5.9 µM; actives 0.53% (n = 320,000);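 active = inhibition above the campaign mean of all compounds plus 3 SD, cut at about 26% in these data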;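 also: competitive labeling of PME-1 active site by serine hydrolase directed probe; 0% = PME-1 with DMSO and 100% = wells lacking PME-1 enzyme; inhibitors block probe labeling so polarization falls and inhibition rises; many of its hits are not listed in these tables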
Target sequence (Q9Y570 whole entry, looked up): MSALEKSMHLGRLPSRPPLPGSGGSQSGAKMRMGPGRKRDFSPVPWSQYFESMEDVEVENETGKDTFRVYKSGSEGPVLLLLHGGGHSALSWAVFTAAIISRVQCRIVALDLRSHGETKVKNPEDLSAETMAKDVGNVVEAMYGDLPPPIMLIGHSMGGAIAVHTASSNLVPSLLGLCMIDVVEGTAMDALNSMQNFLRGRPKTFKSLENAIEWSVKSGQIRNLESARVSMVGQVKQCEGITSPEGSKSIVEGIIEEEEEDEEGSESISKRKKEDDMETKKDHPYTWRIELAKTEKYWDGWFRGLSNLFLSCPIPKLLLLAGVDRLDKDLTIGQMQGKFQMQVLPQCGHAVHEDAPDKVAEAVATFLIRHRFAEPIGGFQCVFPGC
pPAFAH inh = pPAFAH (human) enzyme inhibition | Q13093 | recombinant pPAFAH, FP-rhodamine probe fluorescence polarization | inhibition, % at 3.39 µM | actives 1.5% (n = 330,000);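 active = inhibition above the mean inhibition across the screen plus 3 SD, cut at about 25% in these data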;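 also: inhibitors block binding of the rhodamine activity-based probe so polarization drops; 0% = enzyme with DMSO and 100% = wells lacking pPAFAH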
MCL1-BIM inh = disrupts human MCL1 binding to BIM-BH3 peptide | GST-MCL1 / FITC-Bim-BH3 fluorescence polarization | actives 0.68% (n = 320,000) | AID 2057 | Q07820 | inhibition, % at 10.9 µM;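 active = inhibition above the mean inhibition of all tested compounds plus 3 SD, set per campaign, cut at about 40% in these data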;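 also: 0% = DMSO wells and 100% = unlabeled Bim-BH3 peptide control; higher means more loss of mP so more displacement of Bim peptide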
GLD-1 RNA inh = GLD-1-TGE RNA interaction inhibition (C. elegans); Q17339; purified GLD-1 + fluorescein TGE RNA, fluorescence polarization; inhibition, % at 5.96 µM; actives 0.44% (n = 320,000); AID 2280;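 active = percent inhibition above a per-plate cutoff, the plate mean of test compounds plus 3 SD, cut at about 30% in these data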;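 also: 0% = DMSO wells with GLD-1 and probe and 100% = wells lacking GLD-1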
Fam108B inh = blocks mouse Fam108B hydrolase in RBBP9 counter-screen; AID 1947; recombinant Fam108B, FP-Rh probe fluorescence polarization; inhibition, % at 9.51 µM; actives 0.33% (n = 300,000);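 active = inhibition above the screen mean inhibition plus 3 SD, computed separately per campaign, cut at about 18% in these data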;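 also: inhibitors lower polarization as less probe binds the enzyme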
BCLXL inh = inhibitors of human Bcl-xL | Q07817 | GST-Bcl-xL / FITC-Bim BH3 peptide fluorescence polarization | inhibition, % at 10.9 µM | actives 0.7% (n = 320,000);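 active = inhibition above the mean of all tested compounds plus 3 SD, cutoff set per campaign, cut at about 30% in these data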;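 also: 0% = DMSO wells and 100% = unlabeled Bim-BH3 peptide competitor; inhibitors lower millipolarization by displacing the labeled peptide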
Target sequence (Q07817 whole entry, looked up): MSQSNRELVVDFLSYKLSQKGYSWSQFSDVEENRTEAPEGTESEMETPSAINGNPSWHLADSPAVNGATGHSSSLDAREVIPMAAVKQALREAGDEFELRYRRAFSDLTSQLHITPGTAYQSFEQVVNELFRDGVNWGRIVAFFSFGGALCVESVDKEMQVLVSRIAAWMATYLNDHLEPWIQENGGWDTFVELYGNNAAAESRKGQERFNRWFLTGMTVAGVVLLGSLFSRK
AHR act = activators of human aryl hydrocarbon receptor | AHR-responsive luciferase reporter cells, luminescence | activation, % at 5 µM | actives 2.5% (n = 320,000) | AID 2796; in the data active = activation above about 47%;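 also: 0% = vehicle wells and 100% = reference agonist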
Active calls of the source: *; . = no result given.

SMILES | MEX-5 binding | PAFAH1B2 FP inh | PME-1 primary | pPAFAH inh | MCL1-BIM inh | GLD-1 RNA inh | Fam108B inh | BCLXL inh | AHR act
CC(=O)N(C)C1(c2nnnn2CCOC(=O)Nc2ccc(Cl)cc2)CCCCC1 | 0.7 | 4 | 0 | -2 | 2 | -5 | 4 | -1 | 1
COCCN(Cc1ccccc1)C(=O)Cc1ccc(OC)c(S(=O)(=O)N2CCOCC2)c1 | -1.4 | 4 | -3 | 3 | 4 | 1 | 0 | 4 | -3
CCC(C(=O)Nc1ncccn1)(C(F)(F)F)C(F)(F)F | -4.3 | 2 | -9 | 1 | 6 | 5 | 1 | 2 | 1
Cn1c(Sc2ccc(Br)cc2)c(C=O)c2ccccc21 | -0.3 | 1 | -4 | 0 | 0 | 4 | -10 | 4 | 11
CC(NC(=O)CCNS(=O)(=O)c1ccc2c(c1)oc(=O)n2C)c1ccccc1 (stereo not given) | 3.7 | 8 | -6 | 5 | 6 | -4 | 0 | 3 | 1
CCOC(=O)c1ccc(S(=O)(=O)N(CCO)Cc2cc3cc(OC)c(OC)cc3[nH]c2=O)cc1 | 0.2 | 4 | 7 | 2 | -3 | 4 | -2 | 1 | 2
Cc1c(C=NNC(=O)c2ccc(Br)cc2)c2ccccn2c1C(=O)c1ccncc1 | . | 6 | . | 5 | . | -7 | . | . | 3
Clc1ccc(-c2nc(N3CCCCC3)nc3ccccc23)cc1 | -2.6 | 2 | -5 | 5 | -6 | 1 | 0 | -1 | 2
COCCCNC(=O)c1ccccc1Sc1ccc(NC(C)=O)nc1 | -2.7 | 4 | 3 | 3 | 0 | -5 | -5 | 4 | -1
Cc1cc(/C=C2/NC(=O)N(Cc3ccccc3F)C2=O)c(C)n1-c1ccccn1 | 0.9 | -5 | 4 | 11 | 6 | 6 | 2 | 8 | 43
NS(=O)(=O)c1cccc(NC(=O)COC(=O)Cn2cc(C(F)(F)F)ccc2=O)c1 | . | 2 | 0 | 1 | -2 | 6 | . | -5 | 1
CCC(=O)NC(c1ccc(OC)cc1)c1cc(Cl)c2cccnc2c1O (stereo not given) | -0.1 | -1 | -3 | 24 | 18 | 1 | 3 | 20 | -3
COc1ccc(N(Cc2cc(=O)[nH]c3ccccc23)C(=O)C(C)C)cc1 | 0.7 | 1 | 1 | 1 | 11 | 0 | -5 | 5 | 10
Nc1nc(Cl)cc(N2CCCC2)n1 | -0.2 | 1 | -8 | -2 | 1 | 3 | -1 | 4 | 5
C#CCCc1cocc1/C=[N+](\[O-])c1ccc(C(=O)OCC)cc1 | . | -3 | -5 | 18 | -1 | 1 | . | -1 | 1
CN(CCCNC(=O)c1cc2c(Cl)nc3ccccc3c2s1)Cc1ccccc1 | 0.7 | -4 | 0 | 4 | 9 | -4 | -8 | 7 | 7
CC(=O)Nc1ccc(NC(=O)C(C)OC(=O)CNC(=O)c2ccc(-c3ccccc3)cc2)cc1 (stereo not given) | 2.8 | -1 | 1 | 1 | -6 | -1 | -5 | 1 | -1
Cc1cc(C(C)(C)C)cc(S(=O)(=O)NCCc2ccncc2)c1C | 2.5 | 9 | 3 | -2 | -3 | -24 | -2 | 4 | 2
CCCn1c(SCC(=O)N2CCCCC2)nnc1-c1ccco1 | -1.5 | 2 | 3 | -4 | 0 | 2 | 4 | 5 | 2
COc1ccc(Br)cc1/C=N/NC(=O)c1ccc2nc[nH]c2c1 | 0.5 | -2 | -1 | -7 | 2 | -6 | -2 | 6 | 43
Cc1nn(CC(=O)NCCc2ccco2)c(=O)c2nn(-c3ccccc3)c(C)c12 | -0.3 | 0 | 0 | 11 | 0 | -2 | -2 | 3 | 3
CC(=O)CCC1CC(c2ccc(Cl)cc2)=NO1 (stereo not given) | 1.0 | 2 | 3 | 1 | 1 | 3 | 2 | -1 | -4
CC(=O)N1CCN=C1SCc1cccc(Cl)c1 | -1.8 | -4 | 8 | 2 | 4 | -5 | 16 | 5 | 3
CN1C(=O)CSC1=NCC12CC3CC(CC(C3)C1)C2 | 0.1 | 8 | 1 | 5 | 0 | -7 | -2 | -1 | -6
Cc1ccccc1N(CC(=O)N1CCCCCC1)S(C)(=O)=O | 1.5 | 4 | 6 | 1 | -5 | -1 | 0 | 4 | -1
COc1ccccc1/C=C/C1(C(=O)NC2CCCC2)CC(=O)N1c1ccc(F)cc1 (stereo not given) | 0.3 | 1 | -4 | 8 | -1 | 1 | 1 | 2 | 2
N#Cc1nc(COc2ccc(Cl)cc2)oc1N1CCCC1 | -2.6 | 23 | -3 | 5 | -2 | 3 | 0 | 2 | -4
C/C(=N\O)C(=O)NCc1ccncc1 | . | 8 | -5 | 2 | -3 | 7 | -2 | 5 | 2
Cc1ccccc1COc1ccc(/C=C(\C#N)C(N)=O)cc1 | 0.4 | 2 | -5 | 4 | 0 | -4 | 3 | 5 | -1
Cc1cccc(NC(=O)/C(=C\c2ccco2)NC(=O)c2ccccc2)c1 | -2.0 | 4 | -3 | 7 | -15 | -16 | 0 | -5 | 8
COc1ccc(NC(=O)COc2cc(C)cc(C)c2)cc1S(=O)(=O)N1CCCCC1 | 1.6 | -5 | -1 | 6 | -2 | -1 | -3 | -5 | 0
COc1ccccc1CN1C(=S)SC(C)(C)C1NO (stereo not given) | -1.2 | 1 | 2 | 4 | 5 | 5 | -1 | 0 | 0
CC(=O)CC(CC(=O)NC1CCCCC1)c1ccccc1 (stereo not given) | -0.7 | 5 | -1 | 4 | 2 | 1 | 2 | 5 | -2
CC(=O)c1c(C)[n+]([O-])c2ccc3c(non3O)c12 | 0.1 | -3 | 4 | 5 | 5 | 5 | 0 | 7 | 0
COc1ccc(CN(C)C(=O)Cn2ccsc2=N)cc1OC | -0.5 | 4 | -1 | 0 | 7 | -4 | -1 | 1 | 34
N#Cc1ccc(/C=C\c2nccc3c2[nH]c2ccccc23)cc1 | -7.7 | -4 | -25 | 19 | -23 | -29 | 8 | -19 | 41
C=CCCCCc1nc2ccccc2c(=O)n1N | 0.6 | 3 | 0 | 3 | 5 | -8 | -3 | 2 | 8
COc1cc(NC(=O)c2cccs2)c(C(=O)OCC(=O)c2cc(C)n(-c3ccc(F)cc3)c2C)cc1OC | 1.6 | -3 | 7 | -5 | 2 | 5 | 0 | 1 | 1
C[C@@H]1Cc2c(O)c(O)cc(O)c2C(=O)O1 | -45* | 1 | -3 | 9 | 6 | 11 | 1 | 7 | -1
COc1ccccc1C(=O)NCC(=O)N/N=C/c1ccc([N+](=O)[O-])cc1 | -1.2 | 3 | 12 | 6 | 10 | -2 | 0 | -3 | -4
CCOC(=O)C1=C(c2ccccc2)NC(=O)NC1c1cc(Br)c(O)c(OC)c1 (stereo not given) | -2.7 | 9 | 3 | 1 | -5 | 9 | 2 | 8 | -1
S=C(Nc1ccccc1Cl)N(CCCN1CCOCC1)Cc1ccccn1 | 0.2 | 2 | -1 | 8 | 1 | 5 | 3 | -3 | 39
O=C(Cn1cc(C(=S)N2CCOCC2)c2ccccc21)N1CCOCC1 | -3.1 | -1 | 1 | 2 | 12 | -6 | -2 | 4 | 4
C/C(=C/c1ccccc1)C(=O)N1CC(C)OC(C)C1 (stereo not given) | -0.1 | -2 | -2 | -3 | 3 | 3 | 0 | -1 | 1
O=C(NN1C(=O)C2C3C=CC(C4CC34)C2C1=O)c1ccc(Cl)cc1 (stereo not given) | 2.4 | 7 | -4 | -5 | -8 | -1 | -3 | 0 | 4
COc1cccc(NC(=O)C2(S(=O)(=O)c3ccc(Cl)cc3)CC2)c1 | -1.8 | 6 | 3 | 1 | -1 | -1 | 1 | 2 | 2
N#CC1(NC(=O)COc2ccc3ccc(=O)oc3c2)CCCCC1 | -0.4 | 5 | -4 | -1 | 0 | -1 | 2 | 2 | 7
Cc1cc(/C=N/NC(=O)c2cccs2)c(C)n1-c1cnccn1 | 0.3 | 8 | 0 | 9 | 8 | 11 | 1 | 6 | 110*
O=C(Nc1ccc2c(c1)OCCO2)C1CCN(c2nnnn2-c2ccccc2)CC1 | -0.7 | 0 | 4 | -1 | 3 | 5 | 1 | 3 | -3
Cc1c(-c2ccnc3cc(C(=O)O)nn23)cnn1C | -0.8 | 5 | -4 | 6 | -4 | -1 | -2 | 2 | -1
CCn1c(=O)c(CCC(=O)N2CCOCC2)c(C)c2c(C)nn(-c3ccccc3)c21 | 3.1 | -2 | 3 | 4 | 5 | 4 | 3 | 7 | 5
Nc1c2c(nc3c1CCCC3)CCCC2 (tested in a mixture with another compound) | 0.2 | 3 | 3 | 3 | 1 | 9 | 0 | 12 | 9
CCOc1nonc1C(=N)/C(C(C)=O)=C(\C)O | -1.5 | 4 | -1 | 2 | 2 | -4 | 2 | 1 | -1
COc1ccc(-n2cc(-c3ccccc3)c3c(N4CCOCC4)ncnc32)cc1 | 1.0 | 3 | 4 | 17 | 1 | 1 | 6 | 3 | 20
CN(c1ccccc1)S(=O)(=O)c1ccc(C(=O)Nc2nnc(-c3ccc(F)cc3)o2)cc1 | 0.8 | . | 0 | 3 | 3 | 2 | 0 | -1 | 2
Cc1ccc(S(=O)(=O)NCCC(=O)Nc2cccc(Cl)c2)cc1 | -0.4 | 20 | 9 | 2 | 7 | 1 | -5 | 9 | 3
Cc1ccc(C=Nc2ccccc2C(N)=O)cc1 | -0.8 | -1 | 0 | 10 | 5 | 4 | 2 | 3 | 10
O=C(Cc1c(O)c2ccccc2[nH]c1=O)NC1CCCCCC1 | -2.3 | 6 | -4 | -3 | -1 | 1 | 0 | 2 | 6
CN1CCN(C(=O)CSc2nc(-c3ccncc3)ccc2C#N)CC1 | 3.8 | 1 | -5 | 4 | 6 | 1 | 5 | 2 | 11
N#Cc1cnc2nc(SCc3ccccc3)nn2c1 | -2.0 | 10 | 0 | 1 | 5 | 2 | 0 | 3 | 9

Record cards, as listed above:
`Nc1c2c(nc3c1CCCC3)CCCC2` (tested in a mixture with another compound) is listed with MEX-5 binding: 0.2; PAFAH1B2 FP inh: 3; PME-1 primary: 3; pPAFAH inh: 3; MCL1-BIM inh: 1; GLD-1 RNA inh: 9; Fam108B inh: 0; BCLXL inh: 12; AHR act: 9
`CCOc1nonc1C(=N)/C(C(C)=O)=C(\C)O` is listed with MEX-5 binding: -1.5; PAFAH1B2 FP inh: 4; PME-1 primary: -1; pPAFAH inh: 2; MCL1-BIM inh: 2; GLD-1 RNA inh: -4; Fam108B inh: 2; BCLXL inh: 1; AHR act: -1

(cont.)
SMILES | MEX-5 binding | PAFAH1B2 FP inh | PME-1 primary | pPAFAH inh | MCL1-BIM inh | GLD-1 RNA inh | Fam108B inh | BCLXL inh | AHR act
Cc1ccc2nc(NC(=O)C3CCN(S(=O)(=O)c4cccc5nsnc45)CC3)sc2c1 | 2.5 | 3 | -5 | 2 | 3 | 2 | -15 | 1 | 15
COCCn1c(C(C)C)nc2oc3ccccc3c(=O)c2c1=O | -0.3 | 6 | 4 | 3 | -1 | -1 | -1 | -3 | 3
CCOC(=O)c1sc2nc(CSc3ccccc3)nc(NCCN(C)C)c2c1C | -6.4 | -1 | -10 | 3 | 2 | -3 | 2 | -2 | -1
N#Cc1nc(Cc2ccccc2)oc1NCCc1ccccc1 | 3.5 | 4 | 4 | 7 | 4 | -3 | 3 | 5 | 8
Cc1cc(C)n2nc(C(=O)OCC(=O)N(C)Cc3ccccc3)nc2n1 | 3.9 | 3 | -2 | -5 | -8 | -4 | 0 | 2 | -1
COc1ccc(Br)cc1CN1C(=O)NC2(CCCCCC2)C1=O | 1.0 | 2 | 6 | 0 | -3 | -7 | -5 | 1 | 3

Bioassay records (PubChem)

These rows are one share of the data (hit frequency here may not be typical).
